# High-throughput results (PubChem)
# CHRM5 PAM = CHRM5 positive allosteric modulation; activation, % at 3 µM; AID 624038; hit rate 0.3% among 360,000; P08912; CHO-K1 hM5, Fluo-8 calcium, ACh EC20 PAM; 0% = ACh EC20, 100% = ACh EC100;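 active = activation above the run cutoff, the mean activation of all test compounds plus 3 SD, cut at about 18% in these data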
# Target sequence (P08912 whole entry, looked up): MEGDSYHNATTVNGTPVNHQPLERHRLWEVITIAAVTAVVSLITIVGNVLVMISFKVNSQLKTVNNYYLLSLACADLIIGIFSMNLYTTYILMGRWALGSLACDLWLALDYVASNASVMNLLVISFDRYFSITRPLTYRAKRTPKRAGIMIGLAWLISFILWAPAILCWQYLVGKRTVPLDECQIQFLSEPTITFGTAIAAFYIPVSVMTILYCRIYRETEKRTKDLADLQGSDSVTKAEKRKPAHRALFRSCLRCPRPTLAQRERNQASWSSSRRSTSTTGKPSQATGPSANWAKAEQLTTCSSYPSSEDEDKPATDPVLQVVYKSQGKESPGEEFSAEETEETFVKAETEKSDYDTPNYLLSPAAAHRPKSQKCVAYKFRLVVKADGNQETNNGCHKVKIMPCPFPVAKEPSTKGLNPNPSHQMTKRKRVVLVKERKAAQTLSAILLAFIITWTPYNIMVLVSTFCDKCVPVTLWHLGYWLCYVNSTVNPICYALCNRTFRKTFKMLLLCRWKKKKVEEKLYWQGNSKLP
#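 Probe or stimulus: acetylcholine, EC20 level; Assay system: human M5 receptor in CHO-K1 cells; Schedule: compound preincubation 140 s before EC20 acetylcholine addition; Technique: intracellular calcium via Fluo-8 fluorescence; Dosing: single-point, 3 µM nominal; Read-out basis: percent activation from peak-over-basal fluorescence ratio, scaled EC20-to-EC100 acetylcholine; Repeats: one well per compound, no replicates.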
# M5 antag = blocks acetylcholine activation of human M5 receptor; P08912; CHO-hM5 cells, Fluo-8 calcium fluorescence, ACh EC80; inhibition, % at 3 µM; hit rate 0.59% among 360,000; AID 624040;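 active = inhibition above a per-plate cutoff, the mean of that plate's test compounds plus 3 SD, cut at about 27% in these data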;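 note: 0% = acetylcholine EC80 with DMSO and 100% = DMSO without agonist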
# CHRM1 PAM = potentiates human M1 receptor response to acetylcholine | activation, % at 3 µM | AID 588819 | hit rate 0.088% among 360,000 | P11229 | CHO-K1 hM1, Fluo-8 calcium fluorescence, ACh EC20; 0% = ACh EC20, 100% = maximal ACh; in the data active = activation above about 19%, passing the limit was not always enough
# CHRM4 agonist = CHRM4 agonism in calcium assay | CHO-K1 hM4/Gqi5, Fluo-8 calcium fluorescence; vehicle 0%, full acetylcholine response 100% | activation, % at 3 µM | hit rate 0.14% among 360,000 | P08173;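 active = activation above the run mean over all test wells plus 3 SD, cut at about 32% in these data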;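 note: peak over basal fluorescence ratio per well then scaled between controls; 0% = DMSO wells and 100% = acetylcholine at EC100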
# Target sequence (P08173 whole entry, looked up): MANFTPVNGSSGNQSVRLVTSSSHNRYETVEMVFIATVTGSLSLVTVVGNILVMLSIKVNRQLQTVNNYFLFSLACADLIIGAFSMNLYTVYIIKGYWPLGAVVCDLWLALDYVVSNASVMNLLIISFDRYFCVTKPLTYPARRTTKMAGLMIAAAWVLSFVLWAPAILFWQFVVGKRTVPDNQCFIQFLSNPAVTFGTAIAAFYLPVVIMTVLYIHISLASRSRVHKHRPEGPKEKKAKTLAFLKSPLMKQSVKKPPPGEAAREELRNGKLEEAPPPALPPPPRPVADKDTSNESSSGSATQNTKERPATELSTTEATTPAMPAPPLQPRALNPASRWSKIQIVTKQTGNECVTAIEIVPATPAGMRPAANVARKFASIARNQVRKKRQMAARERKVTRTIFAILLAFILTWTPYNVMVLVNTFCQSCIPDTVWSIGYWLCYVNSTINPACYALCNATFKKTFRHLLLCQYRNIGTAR
# M4 PAM = potentiates acetylcholine response at human M4 receptor. activation, % at 3 µM. hit rate 0.4% among 360,000. AID 624126. CHO-K1 hM4/Gqi5, Fluo-8 calcium fluorescence, ACh EC20; 0% = ACh EC20, 100% = maximal ACh. P08173;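 active = activation above its plate's cutoff, the mean activation of sample wells plus 3 SD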; note: some results filed as inactive read as strong as hits
# CHRM5 agonist = agonists of human muscarinic M5 receptor (CHRM5) | P08912 | CHO-K1 hM5 cells, Fluo-8 calcium fluorescence; 0% DMSO wells, 100% maximal acetylcholine response | activation, % at 3 µM | hit rate 0.19% among 360,000 | AID 624037;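 active = activation above the run's mean over test compounds plus 3 SD, cut at about 23% in these data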;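 note: signal is peak over basal fluorescence ratio across the kinetic read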
# M4 antag = blocks acetylcholine activation of human M4 receptor; P08173; CHO-hM4 cells, ACh EC80, Fluo-8 calcium fluorescence; inhibition, % at 3 µM; hit rate 0.73% among 360,000;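 active = inhibition above its plate's cutoff, the mean inhibition of sample wells plus 3 SD, cut at about 27% in these data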;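 note: 0% = acetylcholine EC80 with DMSO and 100% = DMSO without agonist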
# CRFR2-BP ag = agonists of human CRF-binding protein/CRF-R2 receptor complex; AID 588473; hit rate 0.46% among 350,000; activation, % at 13.2 µM; HEK293 CRF-R2/CRF-BP, calcium dye fluorescence (FLIPR); percent of saturating CRF peptide response;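 active = activation of at least 50%, plus an integration ratio under a set limit after plate pattern correction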;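 note: plate controls were neutral control wells without compound for no effect and CRF at EC100 for full effect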
# CHRM1 antagonist = human CHRM1 antagonism | CHO-K1 hM1, Fluo-8 calcium fluorescence, ACh EC80 antagonist | inhibition, % at 3 µM | hit rate 1.3% among 360,000;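 active = percent inhibition above its own plate's cutoff, namely the mean of that plate's compound wells plus 3 SD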;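 note: peak over basal fluorescence ratio during 140 s after agonist addition; 0% = ACh EC80 plus DMSO and 100% = DMSO alone without agonist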
# Active calls of the source: *; . = not tested or not shown.
# Each structure is followed by: CHRM5 PAM, M5 antag, CHRM1 PAM, CHRM4 agonist, M4 PAM, CHRM5 agonist, M4 antag, CRFR2-BP ag, CHRM1 antagonist
CCCNC(=O)c1ccc(N2CCC3(CC2)CC(c2ccccc2)=NO3)c(NC(=O)Cc2ccc(F)cc2)c1
    0, -4, 4, 5, 6, 4, -8, -1.5, 1
O=C(NCCSc1ccccn1)c1ccc(Cl)cc1
    -5, 6, -3, 0, 1, -1, 2, 2.1, 2
Cc1nnc(SCc2nc(N)nc(Nc3ccccc3)n2)s1
    3, -4, 1, 1, 2, 2, 3, -0.8, 10
Cc1cc(Br)cn2c(Cc3ccsc3)c(-c3ccc(Cl)cc3)nc12
    -9, -7, -13, 0, -6, -5, 2, ., 3
CCCC1CCC(C(=O)Nn2cnc3ccccc3c2=O)CC1 (centres undefined)
    -3, 16, 3, 0, 13, -1, -4, -0.1, -1
Cc1nnsc1C(=O)Nc1ccc(S(=O)(=O)N2CCCCC2C)cc1 (centres undefined)
    -7, 7, 3, 7, -15, 1, 1, -0.9, -1
CCOC(=O)C1=C(C)NC(=O)CC1c1cc2c(cc1[N+](=O)[O-])OCO2 (centres undefined)
    -2, -3, 11, 1, -3, -8, 8, -0.4, -3
CCOC(=O)C1(C(=O)OCC)NC(=O)CC1C(C)C (centres undefined)
    -2, 4, 2, 0, -1, 2, 0, -2.5, -7
COc1cc(C2CC(=O)Oc3cc(C)cc(C)c32)cc(OC)c1OC (centres undefined)
    -7, 7, 16, 0, -2, -1, -1, -1.6, -16
CCCCSc1cnn(-c2ccccc2)c(=O)c1SCCCC
    -1, -3, -4, -2, -7, 1, -2, 4.2, 2

# Shown in CSV form: nine of the compounds above
smiles,CHRM5 PAM,M5 antag,CHRM1 PAM,CHRM4 agonist,M4 PAM,CHRM5 agonist,M4 antag,CRFR2-BP ag,CHRM1 antagonist
CCCNC(=O)c1ccc(N2CCC3(CC2)CC(c2ccccc2)=NO3)c(NC(=O)Cc2ccc(F)cc2)c1,0,-4,4,5,6,4,-8,-1.5,1
O=C(NCCSc1ccccn1)c1ccc(Cl)cc1,-5,6,-3,0,1,-1,2,2.1,2
Cc1nnc(SCc2nc(N)nc(Nc3ccccc3)n2)s1,3,-4,1,1,2,2,3,-0.8,10
Cc1cc(Br)cn2c(Cc3ccsc3)c(-c3ccc(Cl)cc3)nc12,-9,-7,-13,0,-6,-5,2,.,3
CCCC1CCC(C(=O)Nn2cnc3ccccc3c2=O)CC1 (centres undefined),-3,16,3,0,13,-1,-4,-0.1,-1
Cc1nnsc1C(=O)Nc1ccc(S(=O)(=O)N2CCCCC2C)cc1 (centres undefined),-7,7,3,7,-15,1,1,-0.9,-1
CCOC(=O)C1=C(C)NC(=O)CC1c1cc2c(cc1[N+](=O)[O-])OCO2 (centres undefined),-2,-3,11,1,-3,-8,8,-0.4,-3
CCOC(=O)C1(C(=O)OCC)NC(=O)CC1C(C)C (centres undefined),-2,4,2,0,-1,2,0,-2.5,-7
COc1cc(C2CC(=O)Oc3cc(C)cc(C)c32)cc(OC)c1OC (centres undefined),-7,7,16,0,-2,-1,-1,-1.6,-16

# Additional structures:
# Each structure is followed by: CHRM5 PAM, M5 antag, CHRM1 PAM, CHRM4 agonist, M4 PAM, CHRM5 agonist, M4 antag, CRFR2-BP ag, CHRM1 antagonist
O=C(NCc1ccccc1)/C(=C/c1ccccc1)NC(=O)c1ccco1
    -2, 9, 4, 0, -1, -2, -5, 0.9, -3
CC1C(=O)N2CCCc3cc(NS(=O)(=O)c4ccccc4)cc1c32 (centres undefined)
    -1, 7, 3, 2, -9, -4, -4, -0.6, -4
Cc1ccc(S(=O)(=O)N2CCCC2C(=O)Nc2cc(C)on2)cc1 (centres undefined)
    7, -12, 9, 3, -1, -1, 9, -0.8, -19
O=c1cc(CSc2nnnn2-c2ccccc2)nc2nc[nH]n12
    -3, 2, 1, 0, -2, 0, 3, 1.1, -2
CCN(CCS(=O)(=O)c1ccc(Br)cc1)Cc1nc2ccccc2c(=O)[nH]1
    -6, 16, -10, 6, -3, 0, -3, -0.4, 27
CSc1nnc(-c2cccc(NC(=O)c3ccccc3)c2)n1C
    -6, 5, 5, 3, -4, 1, 3, -0.4, -7
Cc1c(NC(=O)CSc2nc3ccccc3n2C)c(=O)n(-c2ccccc2)n1C
    -6, 4, 3, 0, -2, -3, 0, 1.2, 5
CCOC(=O)C1=C(c2ccccc2)N=c2s/c(=C\c3ccc(O)cc3)c(=O)n2C1c1cccs1 (centres undefined)
    -10, 16, -4, 5, -5, 5, 13, 20, 5
Cc1occc1-c1nnc(SCC(=O)N2CCOCC2)n1Cc1ccco1
    -2, 4, 4, 0, 8, -4, -7, -0.1, -1
CCCNC(=O)C1(C)CCCN(Cc2cccn2C)C1 (centres undefined)
    6, -9, -9, 0, 6, 0, -12, ., 11
CCc1nc(N2CCCC2)c(C#N)c2c1CCCC2
    4, 3, 5, 1, 14, 1, 6, 1.1, -29
COc1ccc(OC)c(NC(=O)C2CCN(S(=O)(=O)c3ccc4c(c3)CC(C)N4C(C)=O)CC2)c1 (centres undefined)
    -2, -2, -6, 2, -5, 1, -5, -0.2, 6
O=C(c1ccc(S(=O)(=O)N2CCCC2)cc1)N1CCCCC1
    8, -2, 7, 0, 2, -4, -6, 0.9, -12
COc1cccc2cc(C(=O)N(Cc3cccs3)CC3CCCO3)c(=O)oc12 (centres undefined)
    0, 11, 5, 2, -2, 5, -2, 0.2, 6
COc1ccc(COC(=O)NNC(=O)c2ccccc2Cl)cc1
    -3, 0, 8, 1, 4, 1, 3, -2.5, -10
CC(C)OC(=O)CSc1nc2c(c(C3CC=CCC3)c1C#N)CCC2 (centres undefined)
    3, -3, -3, -2, 8, 2, -12, 0.1, -2
Cc1cc(C)n(-c2ccc(C(=O)O)cc2[N+](=O)[O-])n1
    7, -12, 1, 1, 9, -2, -24, 3.3, -8
O=C(O)CCCCCNS(=O)(=O)c1ccc(Cl)cc1
    3, -5, 12, 1, 4, -1, -5, -5.2, -35
Cc1cc(C)cc(NC(=O)c2nccnc2C(=O)O)c1
    -6, 0, -11, -1, -8, 2, 9, -1.1, 4
CCN(CC(=O)NCCc1ccccc1)S(=O)(=O)c1ccc(C)cc1
    -6, 2, 6, 3, 5, -1, -18, -4.8, -9
CC(C)(C)S(=O)(=O)c1cnc2c(-c3ccc(Cl)cc3)cnn2c1N
    2, -4, -5, 0, 5, 1, 1, 0.9, 12
O=C(CN1CCN(Cc2ccc(Cl)cc2)CC1)N/N=C/C=C/c1ccccc1[N+](=O)[O-]
    -3, -1, 5, 6, -4, 0, -6, -0.5, -3
C[C@H](NC(=O)c1ncn2c1C(=O)NC[C@@H]2C)c1ccccc1
    7, -6, 0, 1, 2, 1, 0, 1.0, -6
Cc1occc1-c1nnc(SCC(=O)N2CCOCC2)o1
    5, -5, 1, 0, -3, 3, -2, 0.8, 10
COc1ccc(/C=C2\COc3ccccc3C2=O)c(OC)c1
    -1, 8, 8, 0, -2, -4, 1, 0.6, -8
CC1CCN(S(=O)(=O)c2ccc3c(c2)oc(=O)n3CC(=O)N2c3ccccc3CC2C)CC1 (centres undefined)
    -5, 5, -1, 0, 0, -1, -6, -0.8, -6
CCN(C(=O)CSc1nc2cc(Cl)ccc2c(=O)n1CC(C)C)C1CCS(=O)(=O)C1 (centres undefined)
    -5, 6, 1, -1, -9, -2, 7, 0.3, 3
CCOc1ccc(CCNC(=O)c2ccc(C)c(S(=O)(=O)N3CCOCC3)c2)cc1OCC
    -12, 17, -3, 11, -4, 1, 13, -4.8, 2
Cc1ccc(S(=O)(=O)N2CCCCC2)cc1C(=O)Nc1ccc(S(=O)(=O)Nc2ncccn2)cc1
    -14, 7, 3, 0, -6, 1, -1, -0.1, -4
CC(C)[C@H](NC(=O)c1ccc(Cl)c([N+](=O)[O-])c1)C(=O)NCc1ccc(F)cc1
    -13, 12, -21, 0, -19, -3, 17, -2.1, 16
CCCc1[nH]c2ccc(C(=O)OC)cc2c1CCC
    -14, -9, -1, -1, 9, -6, -16, 1.1, 5
COc1cccc(Cn2c3ccc(NC(=O)Cc4ccccc4C)cc3c(=O)n2C)c1
    -3, 6, -1, 7, -3, -1, -9, ., -6
COc1ccc(OCCN(C)CC(=O)Nc2c(C)cccc2C)cc1
    -14, 10, 10, 14, -4, 2, 5, -2.2, -8
CC(=O)N1CCc2cc(S(=O)(=O)NC(C(=O)NC3CCCc4ccccc43)C(C)C)ccc21 (centres undefined)
    2, -11, 1, 0, 2, -5, -11, 0.7, -17
COc1cccc(Cn2cnc3c([N+](=O)[O-])c(C)c(C)cc32)c1
    -6, 1, 0, 3, 4, 0, -6, -1.0, 16
O=C(CSc1nc2[nH]c(=O)cc(O)c2s1)Nc1ccc(Br)cc1
    -6, 3, -9, 2, 5, 2, -5, -1.2, 14
Cc1ccccc1-n1c(SCC(=O)Nc2c(C)cccc2C)nc(O)cc1=O
    1, 9, 10, 0, -2, -3, -13, 1.6, -13
CC(C)(C)C(=O)Nc1ccc(Oc2ccc3c(c2)C(=O)N(c2ccc(O)cc2)C3=O)cc1
    5, -6, 8, -2, 3, 5, 0, 0.7, -1
CCN(CC)CCNC(=O)c1cn(CC)c2cc(N3CCN(C)CC3)c(F)cc2c1=O
    6, 0, -2, 1, 8, -2, -5, -0.8, -5
Cc1ccc(NC(=O)COC(=O)C2CCC2)cc1S(=O)(=O)N1CCCCC1
    -5, 11, 7, 10, 6, 5, -3, -2.6, -3
Cc1ccc(F)c(S(=O)(=O)NC(=O)C2(C)CCN2C(=O)C2(c3ccc(Cl)cc3)CC2)c1 (centres undefined)
    -2, 2, 4, 0, 1, -1, -5, ., -6
O=C(NCc1cccs1)c1cc(S(=O)(=O)N2CCOCC2)c(Cl)cc1Cl
    -2, 0, 7, 9, -3, 3, 1, -0.3, -12
Cc1cccnc1NC(=O)CSc1nnc(COc2ccc(C(C)C)cc2)n1C
    2, -4, 1, 0, 18, -4, -5, -0.8, -6
O=C(NC(=S)Nc1cccc(NC(=O)c2ccccc2)c1)c1cccc([N+](=O)[O-])c1
    -2, 3, -6, 6, -4, -2, -3, 1.5, 2
CC(=O)c1c(C)[nH]c(C(=O)OCc2nnc(-c3ccccc3)o2)c1C
    -7, -5, -7, 10, -8, 6, -2, 1.6, -13
C/C(CC(=O)Nc1ccc2c(c1)OCCO2)=N\NC(=O)c1ccccc1F
    2, -3, 16, 3, -3, -1, -7, -1.1, -11
O=C(Cc1cc(=O)[nH]c(=O)[nH]1)N1CCN(C(=O)c2ccco2)CC1
    -2, 0, 12, 1, 3, 1, -5, 0.0, -15
CC(OC(=O)c1cccs1)C(=O)NCC1CCCO1 (centres undefined)
    4, 3, 5, 0, 0, -1, 2, 0.6, -6
COc1ccc(OCC(=O)N2CCOCC2)cc1
    1, 6, 8, -1, 4, 0, 4, -0.6, -1
Cc1cc(C)n(CC(=O)N2CCCC(N3CCN(c4ccccc4C)CC3)C2)n1 (centres undefined)
    11, -14, 7, 4, 2, -2, 8, 0.4, -9
